# STK33 inh: inhibitors of human STK33 kinase; ADP-Glo luminescence, MBP substrate; inhibition, % at 12.5 µM; hit rate 0.44% among 27,000; AID 2322; in the data active = inhibition above about 20%
# Target sequence (Q9BYT3 whole entry, looked up): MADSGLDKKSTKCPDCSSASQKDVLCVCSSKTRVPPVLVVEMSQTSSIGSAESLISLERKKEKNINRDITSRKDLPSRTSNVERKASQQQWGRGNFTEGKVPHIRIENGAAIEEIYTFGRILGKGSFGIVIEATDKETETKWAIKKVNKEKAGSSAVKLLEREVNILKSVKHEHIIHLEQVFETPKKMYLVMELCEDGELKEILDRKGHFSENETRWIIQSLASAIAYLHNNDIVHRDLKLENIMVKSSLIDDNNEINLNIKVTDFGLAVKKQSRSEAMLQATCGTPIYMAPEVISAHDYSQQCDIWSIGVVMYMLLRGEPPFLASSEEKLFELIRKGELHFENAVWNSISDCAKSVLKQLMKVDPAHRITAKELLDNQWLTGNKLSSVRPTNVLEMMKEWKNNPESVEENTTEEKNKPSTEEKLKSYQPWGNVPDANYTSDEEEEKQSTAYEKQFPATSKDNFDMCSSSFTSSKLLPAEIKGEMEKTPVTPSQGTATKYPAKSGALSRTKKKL
# mut p53 react: restores mutant p53 pathway signaling in SW480 cells | SW480 PUMA-promoter luciferase, p53 mutant reactivation | activation, % at 9.98 µM | hit rate 1.5% among 28,000 | AID 624151; in the data active = activation above about 52%
# Active calls of the source: *; x = not tested or not shown. This is a subset. The share of hits here may be higher or lower than overall.
SMILES,STK33 inh,mut p53 react
COc1ccc(NC(=O)N(C)C[C@H]2Oc3ccc(NS(C)(=O)=O)cc3CC(=O)N([C@@H](C)CO)C[C@H]2C)cc1,0,x
C[C@@H]1CN([C@H](C)CO)C(=O)c2cc(NC(=O)Nc3ccccc3)ccc2O[C@@H](C)CCCCO[C@H]1CN(C)Cc1ccncc1,x,-10
CNC[C@@H]1OCc2cn(nn2)CCCC(=O)N([C@@H](C)CO)C[C@@H]1C,0,-6
C[C@@H]1CN([C@H](C)CO)C(=O)c2ccccc2-c2ccccc2CO[C@@H]1CN(C)S(=O)(=O)c1ccccc1F,x,-1
COc1ccc(S(=O)(=O)N(C)C[C@@H]2Oc3ccc(NS(=O)(=O)c4cn(C)cn4)cc3C(=O)N([C@H](C)CO)C[C@H]2C)cc1,x,3
COc1ccc(S(=O)(=O)Nc2ccc3c(c2)C(=O)N([C@@H](C)CO)C[C@@H](C)[C@@H](CN(C)S(=O)(=O)c2ccccc2)O3)cc1,1,x
C[C@H]1CCCCO[C@H](CN(C)S(=O)(=O)c2ccc(F)cc2)[C@@H](C)CN([C@@H](C)CO)C(=O)c2cc(N(C)C)ccc2O1,x,-5
Cc1noc(C)c1NC(=O)Nc1ccc2c(c1)CC(=O)N([C@H](C)CO)C[C@@H](C)[C@H](CN(C)S(=O)(=O)c1cccs1)O2,-3,1
C[C@H](CO)N1C[C@H](C)[C@H](CN(C)C(=O)Nc2ccc3c(c2)OCO3)Oc2cc(C#Cc3ccccc3)ccc2S1(=O)=O,x,-37
C=C1CC[C@H]2[C@@](C)(CCC[C@@]2(C)C(=O)O)[C@@H]1CCC(C)CCO (stereo partly drawn),-3,-1
C[C@@H]1CN([C@H](C)CO)C(=O)c2cc(NC(=O)c3ccncc3)ccc2O[C@H]1CN(C)C,0,0
C[C@@H]1CN([C@@H](C)CO)S(=O)(=O)c2ccc(C#CC3(O)CCCC3)cc2O[C@H]1CN(C)C(=O)Nc1ccccc1,x,12
O=C(NCCNc1ccc(C(F)(F)F)cc1[N+](=O)[O-])c1ccc(F)cc1,-3,21
CCCNC(=O)N(C)C[C@H]1Oc2cc(C#Cc3ccccn3)ccc2S(=O)(=O)N([C@H](C)CO)C[C@@H]1C,x,-1
C=CCNC(=O)[C@H]1[C@@H]2C(=O)O[C@@H](c3ccccc3)[C@@H](c3ccccc3)N2[C@@H](c2ccc(O)cc2)[C@]12C(=O)Nc1ccc(C#CCC(C(=O)OC)C(=O)OC)cc12,1,x
CS(=O)(=O)N(CC(=O)Nc1ccc(F)c(F)c1)c1ccccc1Cl,0,9
C[C@H]1CN([C@@H](C)CO)C(=O)Cc2cc(NC(=O)Cc3ccccc3)ccc2O[C@H]1CN(C)C(=O)Nc1ccccc1,0,6
CC(C)(C)C1CCc2nc(N)c3c(=O)oc4ccccc4c3c2C1 (stereo not drawn),x,-2
Cc1noc(C)c1S(=O)(=O)Nc1ccc2c(c1)CC(=O)N([C@H](C)CO)C[C@H](C)[C@H](CN(C)C)O2,0,3
O=C(C[C@H]1C[C@H]2c3cc(NC(=O)NC4CCCC4)ccc3O[C@H]2[C@H](CO)O1)NCc1cc(F)ccc1F,x,-6
CCOc1ccc(NC(=O)c2c(NC(=O)CN(C)C)sc3c2CCC3)cc1,-3,8
C=CC[C@]1(C(=O)NCc2ccccc2)COC(c2ccc(OCCCO)cc2)=N1,-9,x
Cc1noc(C)c1S(=O)(=O)Nc1cccc2c1O[C@@H](CN(C)C(=O)Nc1ccccc1)[C@@H](C)CN([C@H](C)CO)C2=O,x,6
CCCN(C)C[C@@H]1Oc2ncc(-c3cccc(F)c3)cc2C(=O)N([C@H](C)CO)C[C@@H]1C,1,x
COc1ccccc1CNC(=O)C[C@H]1C[C@H]2c3cc(NC(=O)CN(C)C)ccc3O[C@H]2[C@H](CO)O1,x,-2
C[C@@H]1CN([C@H](C)CO)C(=O)c2cccc(NC(=O)Nc3ccc(F)cc3)c2O[C@H]1CN(C)S(=O)(=O)c1ccc(Cl)cc1,x,-22
Cc1ccc(S(=O)(=O)NC(C)C(=O)Nc2cc(C(F)(F)F)ccc2Cl)cc1 (stereo not drawn),-2,-1
Cc1ccc(S(=O)(=O)c2nc(S(C)(=O)=O)sc2NCC2CCCO2)cc1 (stereo not drawn),-16,5
COc1ccc(S(=O)(=O)Nc2cccc3c2O[C@@H](CN(C)Cc2ccc4c(c2)OCO4)[C@H](C)CN([C@@H](C)CO)C3=O)cc1,x,0
COc1ccc([N+](=O)[O-])c(NC(=O)c2cnn3c(C(F)F)cc(-c4ccc(C)cc4)nc23)c1,-1,16
CC(C)[C@H]1C=C(C(=O)NCc2ccccc2)O[C@@H](OCc2ccc(CO)cc2)C1,-1,x
Cc1ccc2nc(-c3ccccn3)cc(C(=O)NCc3cnn(C)c3)c2c1,-4,-5
C[C@H]1CN([C@@H](C)CO)C(=O)c2cc(-c3cncnc3)cnc2O[C@H]1CN(C)C(=O)Nc1ccc2c(c1)OCO2,x,16
CC1CC[C@]2(C(=O)OC3OC(COC4OC(CO)C(O)C(O)C4O)C(O)C(O)C3O)CC[C@]3(C(=O)O)C(=CCC4[C@@]5(C)CC[C@H](OC6OC(C)C(O)C(O)C6O)C(C)(C)C5CC[C@]43C)C2C1C (stereo partly drawn),-1,1
C[C@@H]1CCCCO[C@@H](CN(C)C)[C@@H](C)CN([C@H](C)CO)C(=O)c2cc(NS(=O)(=O)c3ccc(F)cc3)ccc2O1,3,x
CSc1ccccc1NC(=O)CN(c1cccc2ccccc12)S(C)(=O)=O,-4,2
C[C@H](CO)N1C[C@H](C)[C@H](CN(C)C(=O)Nc2ccc(C(F)(F)F)cc2)Oc2c(NS(C)(=O)=O)cccc2C1=O,x,-4
C[C@@H]1CN([C@H](C)CO)C(=O)c2cc(NS(=O)(=O)c3ccccc3)ccc2O[C@H]1CN(C)Cc1ccncc1,4,x
O=C1NCC(=O)N2[C@@H]1C[C@@H](C(=O)NCc1ccc(F)cc1)[C@H]2c1ccc(O)cc1,-2,x
COC(=O)CNC(=O)c1cc2cc(Cl)ccc2oc1=O,-5,4
COc1cc(-c2nc3sc4c(c3c(=O)[nH]2)CCCC4)cc(Br)c1OCC(=O)O,5,-5
COc1ccc(CN2CCN(Cc3cccc([N+](=O)[O-])c3)CC2)c(OC)c1OC,-1,x
CC(C)CC#Cc1ccc2c(c1)O[C@H](CN(C)C(=O)Cc1cccnc1)[C@@H](C)CN([C@@H](C)CO)S2(=O)=O,x,-10
O=C(COc1nc(-c2cccs2)cc(C(F)(F)F)n1)Nc1ccc(Cl)cc1Cl,5,10
COc1ccc([Si](C)(C)[C@H]2[C@H](CCn3cc(CCO)nn3)O[C@@]3(C(=O)N(Cc4cccc(N5CCOC5=O)c4)c4ccccc43)[C@@H]2C)cc1,21*,x
Cc1noc(C)c1C(=O)n1cc2c(n1)-c1cc(F)ccc1SC2,x,10
CC(=O)OC1CCC(OC(C)=O)c2c1n([O-])c(C)c(C)[n+]2=O (stereo not drawn),-1,x
Cn1c(SCC(=O)Nc2c(F)cc(F)cc2Br)nnc1-c1cccnc1,-5,3
C[C@H](CO)N1C[C@H](C)[C@H](CN(C)S(C)(=O)=O)OCc2ccccc2-c2ccccc2C1=O,x,-3
C[C@H]1CCCCO[C@@H](CN(C)S(=O)(=O)c2ccccc2)[C@@H](C)CN([C@@H](C)CO)C(=O)c2cc(NC(=O)Nc3ccccc3)ccc2O1,x,-28

# Next part.
SMILES,STK33 inh,mut p53 react
C[C@@H]1CCCCO[C@H](CN(C)S(=O)(=O)c2ccc(F)cc2)[C@@H](C)CN([C@@H](C)CO)C(=O)c2cc(NC(=O)c3ccncc3)ccc2O1,x,3
C[C@@H]1CN([C@H](C)CO)C(=O)c2cc(N(C)C)ccc2O[C@@H](C)CCCCO[C@@H]1CN(C)S(=O)(=O)c1ccccc1,x,-27
CC(=O)c1cccc(NC(=O)CSc2nnc(-c3cc4ccccc4cc3O)n2C)c1,-4,3
CCC(=O)N(C)C[C@@H]1Oc2ncc(C#C[C@H](C)O)cc2C(=O)N([C@@H](C)CO)C[C@@H]1C,x,4
C[C@H](CO)N1C[C@H](C)[C@H](CN(C)Cc2ccc(C(F)(F)F)cc2)Oc2ccc(NC(=O)Nc3ccc(C(F)(F)F)cc3)cc2C1=O,-1,x
Cc1noc(C)c1NC(=O)Nc1ccc2c(c1)C(=O)N([C@H](C)CO)C[C@H](C)[C@H](CN(C)S(=O)(=O)c1ccc(Cl)cc1)OCCCC[C@@H](C)O2,-4,x
C[C@H]1CN([C@@H](C)CO)C(=O)CCCn2cc(nn2)CO[C@H]1CN(C)S(=O)(=O)c1cccc(F)c1,-1,x
Cn1c(Cc2cccc3ccccc23)nnc1SCC(=O)c1ccc(Cl)cc1,1,-10
O=C(C[C@H]1C[C@H]2c3cc(NC(=O)Nc4ccccc4)ccc3O[C@H]2[C@@H](CO)O1)NCc1cccnc1,x,-1
C[C@@H]1CN([C@@H](C)CO)C(=O)c2cc(NC(=O)Nc3ccccc3)ccc2O[C@@H](C)CCCCO[C@@H]1CN(C)C(=O)CCCN(C)C,x,11
C[C@H]1CN([C@@H](C)CO)C(=O)c2cc(NC(=O)Nc3ccccc3)ccc2O[C@H]1CN(C)C(=O)Nc1ccc(C(F)(F)F)cc1,x,-15
O=C(NCCCn1ccnc1)c1ccc(Cl)s1,0,3
C[C@H](CO)N1C[C@H](C)[C@@H](CN(C)S(=O)(=O)c2ccccc2)Oc2c(NC(=O)Nc3ccc4c(c3)OCO4)cccc2C1=O,x,-6
CCCCC[C@H](O)/C=C/C1=C(C/C=C\CCCC(=O)O)C(=O)CC1,1,14
O=C(c1ccco1)N1CCN(C(=O)c2cccc3c2C(=O)N(C2CCCCC2)C3)CC1,x,7
CC1(C)CC[C@]2(C(=O)O[C@@H]3O[C@H](CO)[C@@H](O)[C@H](O)[C@H]3O)CC[C@]3(C)C(=CCC4[C@@]5(C)C[C@@H](O)[C@H](O)C(C)(C)C5CC[C@]43C)C2[C@@H]1O (stereo partly drawn),-1,0
C[C@H]1CN([C@@H](C)CO)C(=O)c2cc(NC(=O)CCCN(C)C)ccc2O[C@H]1CN(C)Cc1ccc2c(c1)OCO2,1,x
C[C@H]1CCC[C@@H](O)CC(=O)c2c(O)cc(O)cc2CC(=O)O1,0,5
COc1ccc([Si](C)(C)[C@H]2[C@H](CCO)O[C@@]3(C(=O)N(Cc4ccc(N5CCCCC5=O)cc4)c4ccccc43)[C@@H]2C)cc1,-9,x
C[C@@H]1CN([C@@H](C)CO)C(=O)Cc2cc(NS(=O)(=O)c3ccc(Cl)cc3)ccc2O[C@@H]1CN(C)S(=O)(=O)c1ccccc1,-5,x

# Ordered by formula weight (largest number first): twelve of the compounds above.
SMILES,STK33 inh,mut p53 react
Cc1noc(C)c1NC(=O)Nc1ccc2c(c1)C(=O)N([C@H](C)CO)C[C@H](C)[C@H](CN(C)S(=O)(=O)c1ccc(Cl)cc1)OCCCC[C@@H](C)O2,-4,x
CC1(C)CC[C@]2(C(=O)O[C@@H]3O[C@H](CO)[C@@H](O)[C@H](O)[C@H]3O)CC[C@]3(C)C(=CCC4[C@@]5(C)C[C@@H](O)[C@H](O)C(C)(C)C5CC[C@]43C)C2[C@@H]1O (stereo partly drawn),-1,0
C[C@@H]1CN([C@@H](C)CO)C(=O)Cc2cc(NS(=O)(=O)c3ccc(Cl)cc3)ccc2O[C@@H]1CN(C)S(=O)(=O)c1ccccc1,-5,x
C[C@H]1CN([C@@H](C)CO)C(=O)c2cc(NC(=O)Nc3ccccc3)ccc2O[C@H]1CN(C)C(=O)Nc1ccc(C(F)(F)F)cc1,x,-15
C[C@H](CO)N1C[C@H](C)[C@@H](CN(C)S(=O)(=O)c2ccccc2)Oc2c(NC(=O)Nc3ccc4c(c3)OCO4)cccc2C1=O,x,-6
COc1ccc([Si](C)(C)[C@H]2[C@H](CCO)O[C@@]3(C(=O)N(Cc4ccc(N5CCCCC5=O)cc4)c4ccccc43)[C@@H]2C)cc1,-9,x
C[C@H]1CN([C@@H](C)CO)C(=O)CCCn2cc(nn2)CO[C@H]1CN(C)S(=O)(=O)c1cccc(F)c1,-1,x
O=C(C[C@H]1C[C@H]2c3cc(NC(=O)Nc4ccccc4)ccc3O[C@H]2[C@@H](CO)O1)NCc1cccnc1,x,-1
O=C(c1ccco1)N1CCN(C(=O)c2cccc3c2C(=O)N(C2CCCCC2)C3)CC1,x,7
Cn1c(Cc2cccc3ccccc23)nnc1SCC(=O)c1ccc(Cl)cc1,1,-10
CCCCC[C@H](O)/C=C/C1=C(C/C=C\CCCC(=O)O)C(=O)CC1,1,14
O=C(NCCCn1ccnc1)c1ccc(Cl)s1,0,3

# Other entries.
SMILES,STK33 inh,mut p53 react
COc1ccc(NC(=O)N(C)C[C@@H]2Oc3ccc(NC(=O)Nc4ccc5c(c4)OCO5)cc3CC(=O)N([C@H](C)CO)C[C@@H]2C)cc1,-5,x
O=c1[nH]c(SCc2n[nH]c(=S)n2-c2ccccc2)nc2sc3c(c12)CCC3,-3,-6
O=C(c1ccccc1)N1Cc2ccccc2C[C@]2(N=C(c3ccc(OCCCO)cc3)O[C@@H]2c2ccccc2)C1=O,3,x
CC(C)NC(=O)N(C)C[C@H]1Oc2ccc(NC(=O)CCC(F)(F)F)cc2CC(=O)N([C@H](C)CO)C[C@H]1C,x,6
O=C1O[C@@H](c2ccccc2)[C@@H](c2ccccc2)N2[C@@H](c3ccc(OCCO)cc3)[C@]3(C(=O)Nc4ccc(C#CC5=CCCCC5)cc43)[C@@H](C(=O)N3CCCCCCC3)[C@H]12,21*,x
C[C@H]1CN([C@@H](C)CO)C(=O)c2cc(NS(=O)(=O)c3ccccc3)ccc2O[C@@H]1CN(C)S(=O)(=O)c1ccc(F)cc1,1,x
C[C@@H]1CN([C@H](C)CO)C(=O)CCCn2nncc2CO[C@@H]1CN(C)C(=O)Nc1ccccc1,-4,10
CCCC#Cc1ccc2c(c1)O[C@H](CN(C)C(=O)c1ccccc1)[C@H](C)CN([C@@H](C)CO)S2(=O)=O,x,2
CNC[C@H]1OCCCC[C@H](C)Oc2ccc(NS(C)(=O)=O)cc2C(=O)N([C@@H](C)CO)C[C@@H]1C,x,10
COc1ccc(CN2C(=O)C(O)(CC(=O)c3ccc4c(c3)CCCC4)c3ccccc32)cc1OC (stereo not drawn),4,2
Cc1noc(C)c1NC(=O)N(C)C[C@@H]1Oc2ccc(NC(=O)C3CC3)cc2C(=O)N([C@@H](C)CO)C[C@H]1C,x,6

# Screens deposited in PubChem BioAssay by Broad Institute.
